# Assay outcomes as filed in PubChem.
# CHRM1 antagonist – human M1 muscarinic receptor antagonists, primary screen, CHO-K1 cells, Fluo-8 calcium fluorescence, 1536-well | CHO-K1 hM1, ACh EC80 antagonist | inhibition, % at 3 µM | 1.3% of 360,000 active;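 active = percent inhibition above its own plate's cutoff, namely the mean of that plate's compound wells plus 3 SD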;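 note: peak over basal fluorescence ratio during 140 s after agonist addition; 0% = ACh EC80 plus DMSO and 100% = DMSO alone without agonist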
# Target sequence (P11229 whole entry, looked up): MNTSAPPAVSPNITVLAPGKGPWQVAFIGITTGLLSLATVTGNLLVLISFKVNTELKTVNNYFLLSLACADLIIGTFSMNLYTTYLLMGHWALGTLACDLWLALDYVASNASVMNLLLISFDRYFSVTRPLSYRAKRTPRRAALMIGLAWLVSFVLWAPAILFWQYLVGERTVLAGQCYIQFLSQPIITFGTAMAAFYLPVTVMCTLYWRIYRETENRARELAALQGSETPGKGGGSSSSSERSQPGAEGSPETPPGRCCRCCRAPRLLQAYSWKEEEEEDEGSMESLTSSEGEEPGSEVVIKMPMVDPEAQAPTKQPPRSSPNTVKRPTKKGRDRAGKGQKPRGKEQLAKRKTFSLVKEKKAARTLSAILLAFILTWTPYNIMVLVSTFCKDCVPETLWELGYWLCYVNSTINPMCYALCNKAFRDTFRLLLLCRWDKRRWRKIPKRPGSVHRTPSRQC
# CHO parental Ca – ATP-evoked calcium signal inhibitors, parental CHO, primary screen, counter-screen for OX1R antagonist project, cell-based, fluorescence, Fluo-8 calcium dye | parental CHO-K1, ATP-induced calcium, Fluo-8 fluorescence | inhibition, % at 5.6 µM | 0.63% of 330,000 active;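 active = inhibition above that plate's mean sample inhibition plus 3 SD, cut at about 26% in these data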;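 note: 0% = ATP-challenged DMSO wells and 100% = DMSO wells without ATP; some compounds past the cut are filed as inactive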
#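 Measured by: calcium-sensitive Fluo-8 fluorescence / Test system: CHO parental line / Controls: ATP-challenged DMSO wells low, unchallenged DMSO wells high / Measure: % inhibition / Compound: single nominal dose of 5.6 µM per compound / Replicates: single well per compound, no replicates / Reagent: ATP as calcium-mobilizing challenge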
# OXTR potentiator – human OXTR potentiators, primary screen, fluorescence, CHO-OTR cells, Fluo-8 calcium. Fluo-8 calcium fluorescence, potentiator mode; 0% = oxytocin EC15, 100% = EC100. 0.061% of 320,000 active. Oxytocin receptor (Homo sapiens), P30559. activation, % at 3 µM. AID 2445, 2010;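 active = activation above that plate's cutoff, the mean activation of tested compounds plus 3 SD, cut at about 6.6% in these data, passing the limit was not always enough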;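 note: 100% uses oxytocin at 75 nM as the full agonist control; some results filed as inactive read as strong as hits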
#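 Dosing: Single dose, 3.0 µM nominal final compound concentration | Material: Human OTR in CHO cells | Technique: Kinetic Fluo-8 calcium fluorescence | Benchmarks: EC15 oxytocin alone as 0%, 75 nM oxytocin as 100% | Probe or stimulus: Oxytocin at about EC15, sub-maximal agonist stimulus | Incubation: Compound 6 min at room temperature before oxytocin, 100 s read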
# M1 ag parental – counter-screen for M1 agonists: effect in parental CHO-K1 cells | Fluo-8 calcium fluorescence; scaled to maximal ATP response, vehicle zero | activation, % at 3 µM | 0.48% of 360,000 active; in the data active = activation above about 15%;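 note: untransfected CHO-K1 host cells lacking M1 receptor as counterscreen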
# CHRM1 agonist – human M1 muscarinic receptor agonists, primary screen, Fluo-8 calcium fluorescence, CHO-K1 cells, HTS; Muscarinic acetylcholine receptor M1 (Homo sapiens), P11229; CHO-K1 hM1, agonist mode; 0% DMSO, 100% acetylcholine EC100; activation, % at 3 µM; 0.33% of 360,000 active; AID 588814, 2011;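 active = activation above the run's mean compound activation plus 3 SD, cut at about 16% in these data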;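 note: peak over basal fluorescence ratio within a 140 s kinetic read after compound addition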
# M4 ag – human M4 muscarinic receptor agonists, primary screen, CHO-K1 cells, Fluo-8 calcium fluorescence; 0.14% of 360,000 active; CHO-K1 hM4/Gqi5; vehicle 0%, full acetylcholine response 100%; Muscarinic acetylcholine receptor M4 (Homo sapiens), P08173; activation, % at 3 µM; AID 624127, 2012;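 active = activation above the run mean over all test wells plus 3 SD, cut at about 32% in these data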;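 note: peak over basal fluorescence ratio per well then scaled between controls; 0% = DMSO wells and 100% = acetylcholine at EC100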
# Target sequence (P08173 whole entry, looked up): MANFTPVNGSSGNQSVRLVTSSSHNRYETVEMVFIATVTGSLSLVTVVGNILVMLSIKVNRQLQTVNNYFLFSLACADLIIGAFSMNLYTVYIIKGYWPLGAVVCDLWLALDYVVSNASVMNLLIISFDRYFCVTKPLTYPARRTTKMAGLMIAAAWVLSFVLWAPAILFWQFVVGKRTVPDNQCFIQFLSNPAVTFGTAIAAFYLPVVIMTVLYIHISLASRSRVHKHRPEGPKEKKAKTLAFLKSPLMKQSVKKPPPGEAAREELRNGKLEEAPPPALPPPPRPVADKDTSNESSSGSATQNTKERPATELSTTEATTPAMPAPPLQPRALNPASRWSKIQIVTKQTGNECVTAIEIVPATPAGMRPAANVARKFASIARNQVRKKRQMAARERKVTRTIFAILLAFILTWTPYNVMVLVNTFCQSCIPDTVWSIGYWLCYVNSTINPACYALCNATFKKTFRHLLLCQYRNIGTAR
# CHRM4 antagonist – human M4 muscarinic receptor antagonists, primary screen, CHO cells, Fluo-8 calcium fluorescence; Muscarinic acetylcholine receptor M4 (Homo sapiens), P08173; CHO-hM4 cells, ACh EC80; inhibition, % at 3 µM; 0.73% of 360,000 active; AID 624125, 2012;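 active = inhibition above its plate's cutoff, the mean inhibition of sample wells plus 3 SD, cut at about 27% in these data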;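 note: 0% = acetylcholine EC80 with DMSO and 100% = DMSO without agonist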
# CHO-K1 Ca antag – nonselective inhibitor or artifact in parental CHO-K1 cells | AID 602250 | ATP-induced calcium, Fluo-8 fluorescence | inhibition, % at 3 µM | 0.6% of 360,000 active;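 active = inhibition above a per-plate cutoff, the plate's mean sample inhibition plus 3 SD, cut at about 24% in these data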;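 note: 0% = DMSO plus EC80 ATP and 100% = DMSO alone without ATP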
# M1 PAM – human M1 muscarinic receptor positive allosteric modulators, primary screen, CHO-K1 cells, Fluo-8 calcium fluorescence, 1536-well | AID 588819, 2011 | CHO-K1 hM1, ACh EC20; 0% = ACh EC20, 100% = maximal ACh | Muscarinic acetylcholine receptor M1 (Homo sapiens), P11229 | activation, % at 3 µM | 0.088% of 360,000 active; in the data active = activation above about 19%, passing the limit was not always enough
# An asterisk follows results filed as active; · = not tested or not shown.
SMILES	CHRM1 antagonist	CHO parental Ca	OXTR potentiator	M1 ag parental	CHRM1 agonist	M4 ag	CHRM4 antagonist	CHO-K1 Ca antag	M1 PAM
COc1ccccc1NC(=O)C1=C(C)Nc2nnnn2C1c1ccncc1 (stereo unspecified)	4	-5	1	0.1	-2	1	3	4	0
COc1ccc(-n2cccc2/C=C2\C(=N)N3N=C(C(C)C)SC3=NC2=O)cc1	-4	-18	-9	0.9	-3	3	10	-5	6
CCOc1ccc(CCNc2nc3ccccc3n3c(C)nnc23)cc1OCC	6	-3	-13	-0.1	-3	0	-6	2	-4
O=C(O)c1ccc(N/N=C2/CCSc3ccc(F)cc32)cc1	-11	-2	-15	3.3	-12	1	-1	-13	10
CCCCn1c(CN2CCN(CCO)CC2)nc2ccccc21	-8	-13	-7	0.1	-4	0	-7	-5	9
CC(=O)Nc1nnc(SCC(=O)Nc2ccc(N3CCOCC3)c(Cl)c2)s1	3	-3	-6	1.9	-2	3	7	-12	2
Cc1nnc(SCC(=O)N2c3ccccc3C(C)(c3ccc(Cl)cc3)CC2(C)C)s1 (stereo unspecified)	-4	-18	-7	-0.2	-9	-2	6	9	-1
CN(C)c1cccc2c(S(=O)(=O)NCc3ccc(S(N)(=O)=O)cc3)cccc12	-9	-14	-3	1.6	-3	3	1	-9	9
Cc1ccc(C(=O)N(c2ccccn2)C(C)c2ccco2)cc1C (stereo unspecified)	-1	-2	-3	0.8	-4	0	8	8	2
CCOc1cccc(C2C(C(=O)c3ccc(C)o3)=C(O)C(=O)N2c2nnc(C)s2)c1 (stereo unspecified)	-3	·	·	0.5	-8	0	-11	-16	4
CCOc1ccc2oc(C(=O)OCC(=O)NC(=O)NC3CCCC3)c(C)c2c1	-5	-10	-16	3.8	-6	-2	7	-2	8
CCCc1cc(=O)[nH]c(SCC(=O)N(C)Cc2ccccc2)n1	-5	6	-8	-0.1	-3	-1	4	-10	6
COc1ccc(C(=O)C(C)[n+]2ccc(C)c3ccccc32)cc1[N+](=O)[O-] (stereo unspecified)	43*	1	2	2.5	-4	4	27*	16	-22
Cc1oc(-c2ccccc2Cl)nc1CS(=O)CC(=O)NCCCN1CC(C)CC(C)C1 (stereo unspecified)	21	-17	-8	0.6	-6	0	3	-10	-15
CCOC(=O)c1csc(-c2ccc(COC(=O)c3ccccc3)o2)n1	0	·	·	2.0	-5	7	-11	-5	-4
Cc1ccc(NC(=O)COC(=O)C2(C)CC2(Cl)Cl)cc1S(=O)(=O)N1CCOCC1 (stereo unspecified)	-2	·	·	3.5	1	12	-11	-2	-1
COc1ccc(N2C(=O)/C(=C/c3cccs3)NC2=S)cc1	4	-5	-6	0.6	-4	0	-6	5	2
O=C(Nc1ccc(S(=O)(=O)Nc2ncccn2)cc1)c1ccc(N2CCCC2=O)cc1	-11	-8	-6	0.8	-3	1	-1	-15	4
Cc1ccc(-c2cc(C(=O)Nc3c(C#N)cnn3C)no2)cc1	-4	-6	-1	0.5	-7	1	10	-8	0
COc1ccccc1CNS(=O)(=O)c1c(C(=O)N2CCCCC2)c(C)n(C)c1C	-13	-15	-4	2.1	-2	1	4	-19	15
COC(=O)C1=CN(c2ccc(OC)cc2)C=C(C(=O)OC)C1c1cc(OC)c(OC)cc1OC	-5	-9	0	-0.4	0	0	-3	9	10
CCC(C(=O)OCC(=O)Nc1cc(Cl)cc(Cl)c1)c1ccccc1 (stereo unspecified)	0	-5	-17	2.1	-8	0	-8	-6	-1
CC1CCN(CCC(=O)N/N=C/c2ccc([N+](=O)[O-])cc2)CC1	-2	-7	-4	0.3	-6	1	-3	-10	4
CCc1cc(=O)oc2cc(OC(C)C(=O)NCc3ccccn3)ccc12 (stereo unspecified)	-5	-9	-3	-0.3	-4	0	-10	-19	4
COC(=O)c1[nH]c2c(c1C)C(=O)CC(c1ccccc1)C2 (stereo unspecified)	-11	-15	-9	2.1	3	2	2	-5	-1
O=C(NC1CCN(Cc2ccccc2)CC1)C1CCN(S(=O)(=O)c2cccc3cccnc23)CC1	-7	-18	3	1.6	-10	5	-6	-8	-1
O=C1C(=NO)CC(c2ccccc2)N1c1ccccc1 (stereo unspecified)	-10	·	·	-0.6	-1	1	-4	4	5
O=c1c2c(nc3nc(SCc4ccccc4)[nH]n13)CCC2	4	4	-4	0.0	-3	-2	0	-4	4
CCN(CC)CCOC(=O)CCc1cccc2ccccc12	11	-8	-2	0.6	-3	1	-6	-11	-13
COC(=O)CN(C(=O)CSc1nnc(-c2cccc(OC)c2)o1)c1ccc(OC)cc1	-15	-13	-2	0.3	-3	2	-1	-12	9
COc1cccc(-c2nc(CS(=O)(=O)CC(=O)NCCCOC(C)C)c(C)o2)c1	-3	-11	6	0.2	-3	0	9	-8	7
CCCn1c(=S)[nH]c2cc(Cl)ccc21	-16	-8	-1	1.1	-5	-1	-1	-22	8
Cn1ncc2c(O/N=C(\N)c3ccc(C(C)(C)C)cc3)ncnc21	26	-25	-3	3.1	-3	13	14	3	-8
O=C(NCc1ccc(Cl)cc1)c1cc2c(s1)CS(=O)(=O)C2	-13	-6	-9	-0.4	0	2	-10	-12	13
COc1ccc(C(=O)Nc2ccnn2C2CCN(Cc3ccc4nonc4c3)CC2)cc1	-1	-15	-1	0.4	-5	6	-15	0	0
CCOC(=O)C1=NN(c2ccc([N+](=O)[O-])cc2)CC1C(=O)OC (stereo unspecified)	-7	-5	-2	4.9	-9	0	5	1	8
CN(C(=O)CSc1nnc(Nc2ccccc2F)s1)C1CCS(=O)(=O)C1 (stereo unspecified)	-11	7	9	0.0	-6	0	8	-15	6
CN(C)c1ccc(/C=N/N2C(=S)SC(C)(C)C2N(O)C(=O)Nc2ccc([N+](=O)[O-])cc2)cc1 (stereo unspecified)	21	1	-17	2.3	0	7	0	13	-7
Cc1cc(C)c2nc(Nc3nc(CSc4nc5ccccc5[nH]4)cc(=O)[nH]3)nc(C)c2c1	-16	·	·	-0.4	-3	0	-9	9	14
Brc1[nH]nc2ccccc12	-13	-8	0	0.1	-2	2	-11	-21	-2
CCn1ccc(C(=O)NC2=NCCS2)n1	-11	-2	-7	0.4	-11	1	-1	-12	-4
CC(=O)c1cccc(OCC(=O)N2CCCc3ccccc32)c1	-11	1	-23	3.9	-2	4	-12	-13	11
C=CCn1c(CNC(=O)c2cccs2)n[nH]c1=S	-10	-1	-6	0.0	-1	0	-1	-2	6
CCOP(=O)(OCC)c1nc(-c2cccc([N+](=O)[O-])c2)oc1N1CCCCC1	-6	-22	-3	0.9	-11	2	4	-15	9
COc1ccc(OCCOC(=O)c2ccc(F)c(S(=O)(=O)N3CCOCC3)c2)cc1	-5	-6	-9	9.9	0	12	8	-22	3
COc1ccc(NS(=O)(=O)c2ccc(NC(=O)c3ccccn3)cc2)cc1	15	-4	-12	8.5	5	17	0	-13	-7
CC(C)(C)c1ccc(C(=O)Nc2ccc(C=C(C#N)C#N)cc2)cc1	-1	-6	-9	4.1	-6	5	2	-2	-4
Cc1ccc(CNC(=O)COc2ccc(S(=O)(=O)N3CCCC3)cc2)cc1	-15	0	-9	0.9	-2	1	-16	-10	13
CC(NC(=O)Cc1cccc(C(F)(F)F)c1)c1ccc(F)cc1 (stereo unspecified)	-3	-5	-11	-0.3	1	3	0	-15	5
COc1cc2c(cc1NC(=O)c1ccncc1)oc1ccccc12	0	-7	-9	0.5	-4	1	11	-8	1
Cc1ccc(C(=O)OC(C)C(=O)Nc2ccc(Cl)cn2)s1 (stereo unspecified)	1	-15	-3	-0.4	-5	0	5	-6	2
Nc1ccc2c(c1)N=[N+]([O-])c1cc(N)ccc1C2	-5	1	-4	3.0	-3	2	5	-12	11
O=C(Oc1ccc2c(c1)OCC2=O)c1ccc(Cl)cc1	-3	-2	-2	0.3	-4	1	5	-10	0
c1coc(-c2nc3c4c5c(sc4ncn3n2)CCCC5)c1	-10	-6	-12	-0.4	0	1	9	-9	8
CC1=Nc2ccccc2N=C(NC(=O)c2ccccc2)C1c1ccccc1 (stereo unspecified)	-4	-30	-5	0.6	-6	0	-6	-13	8
Cc1ccc(OCC(=O)N(Cc2cccc(F)c2)C2CCS(=O)(=O)C2)cc1 (stereo unspecified)	-11	-9	4	0.5	-1	2	0	-22	8
CNS(=O)(=O)c1cccc(C(=O)NCC2CCCCC2)c1	-3	-8	-9	2.3	-1	1	-9	-6	2
CCn1ncc(Br)c1C(=O)Nc1ccccc1C(F)(F)F	-14	-13	-1	-0.6	-4	-1	-8	-12	13
O=C(O)/C=C/c1cn(Cc2ccccc2)nc1-c1cccs1	2	15	-6	1.0	-3	1	2	-7	3
CC(C)N1CCN(S(=O)(=O)c2ccccc2)c2ccccc21	-6	·	·	-0.9	-8	-1	-7	-17	-4

# The closing 2 compounds of the section above open the next one:
SMILES	CHRM1 antagonist	CHO parental Ca	OXTR potentiator	M1 ag parental	CHRM1 agonist	M4 ag	CHRM4 antagonist	CHO-K1 Ca antag	M1 PAM
O=C(O)/C=C/c1cn(Cc2ccccc2)nc1-c1cccs1	2	15	-6	1.0	-3	1	2	-7	3
CC(C)N1CCN(S(=O)(=O)c2ccccc2)c2ccccc21	-6	·	·	-0.9	-8	-1	-7	-17	-4
CN1CCN(c2ccc(-c3ccc4ccccc4n3)cc2)CC1	-8	·	·	1.2	-7	6	-1	-2	5
COc1ccc(/C=N/NC2=NCCCCC2)c(OC)c1	5	2	-3	0.9	-5	1	0	-8	0
CC1(C)c2ccccc2N2CC(=O)N(CC(N)=O)C21C (stereo unspecified)	-18	-3	-5	5.0	9	28	1	-4	0
CCOC(=O)N1CCN(C(=O)Cn2nc(C)n3nc(-c4ccc(OC)cc4)cc3c2=O)CC1	-12	-6	-6	0.2	2	2	-1	-6	11
COc1cc(OC)c2c(-c3cccc(-c4cccc(N)c4)c3)cc(=O)oc2c1	-2	-16	·	1.7	-4	2	-2	8	0
CCOC(=O)Cn1c2ccc(C)cc2c2nc(C)sc21	-11	-3	-4	0.2	-8	0	7	-8	9
CCCc1cc(=O)oc2cc(C)cc(OCC(=O)NCc3cccnc3)c12	-11	-6	-13	7.5	-6	0	1	17	6
